Screens (PubChem BioAssay)
PP1 counter: blocks human PP1-alpha phosphatase, a PP5 counter-screen; P62136; purified PP1alpha, OMFP fluorescence; inhibition, % at 6.7 µM; 320,000 tested, 0.9% active; AID 2235;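 active means inhibition above the mean inhibition of all tested compounds plus 3 SD, computed separately for each screening campaign, cut at about 15% in these data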
Target sequence (P62136 whole entry, looked up): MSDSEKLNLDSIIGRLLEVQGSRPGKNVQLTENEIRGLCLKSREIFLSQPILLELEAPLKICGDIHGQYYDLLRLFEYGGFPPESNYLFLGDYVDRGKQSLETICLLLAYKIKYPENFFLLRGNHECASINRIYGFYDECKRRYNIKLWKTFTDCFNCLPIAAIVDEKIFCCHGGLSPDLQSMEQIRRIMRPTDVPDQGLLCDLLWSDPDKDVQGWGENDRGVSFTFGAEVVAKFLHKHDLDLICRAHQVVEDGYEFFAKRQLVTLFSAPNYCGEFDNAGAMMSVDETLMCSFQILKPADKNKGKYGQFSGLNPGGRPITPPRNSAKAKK
proCasp7 act: activates human procaspase-7, counter-screen for procaspase-3 activators; P55210; recombinant procaspase-7, Ac-DEVD-pNA absorbance 405 nm; D23A/D198A/D206A triple mutant, cannot self-cleave; scale: DMSO 0, 5 µM enzyme 100; activation, % at 8.5 µM; 330,000 tested, 0.093% active;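 active means percent activation above the screen-wide mean plus 3 SD, cut at about 25% in these data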
Target sequence (P55210 whole entry D23A/D198A/D206A): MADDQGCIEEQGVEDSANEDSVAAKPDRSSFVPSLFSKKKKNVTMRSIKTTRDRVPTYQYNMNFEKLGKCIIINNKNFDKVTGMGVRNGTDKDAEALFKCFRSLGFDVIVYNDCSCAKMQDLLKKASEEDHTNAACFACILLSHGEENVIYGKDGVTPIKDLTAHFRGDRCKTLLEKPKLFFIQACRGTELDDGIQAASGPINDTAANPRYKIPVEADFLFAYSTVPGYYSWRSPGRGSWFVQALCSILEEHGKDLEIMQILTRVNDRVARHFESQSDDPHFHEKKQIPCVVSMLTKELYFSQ
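signal = Epi-absorbance of released pNA at 405 nm, two timepoints | assay system = Uncleavable procaspase-7 mutant enzyme | reagent = Ac-DEVD-pNA substrate, 400 µM as added | times = 1 h enzyme–compound preincubation and 2 h substrate reaction, both 25 °C | benchmarks = low DMSO alone, high DMSO plus 5 µM PC-7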
Fh CTSL1 inh: cathepsin L1 inhibition, PFM18AAP counter-screen. recombinant F. hepatica cathepsin L1, Z-Leu-Arg-MCA fluorescence. inhibition, % at 5.96 µM. 300,000 tested, 0.49% active;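 active means inhibition above the mean of all tested compounds plus 3 SD, set per screening campaign, cut at about 17% in these data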;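 further: 0% = plate median of test compound wells and 100% = 1 µM Z-Phe-Ala-diazomethylketone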
PAFAH2 FP inh: PAFAH2 (human) inhibition; Q99487; recombinant PAFAH2, FP-rhodamine activity probe, fluorescence polarization; inhibition, % at 3.39 µM; 340,000 tested, 0.99% active; AID 492956;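 active means inhibition above the mean over all tested compounds plus 3 SD, cut at about 30% in these data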;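 further: inhibitors block probe labeling of enzyme so polarization drops; 0% = enzyme with DMSO and 100% = wells lacking PAFAH2 protein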
TPT1 inhibitor: inhibitors of Candida albicans tRNA 2'-phosphotransferase TPT1 | recombinant caTPT1, FP RNA substrate dephosphorylation | inhibition, % at 5 µM | 300,000 tested, 0.81% active | AID 1962;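 active means inhibition above the mean of all tested compounds plus 3 SD, set per screening campaign, cut at about 24% in these data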;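 further: plate controls were DMSO alone for no effect and ferristatin control at 100 nM for full effect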
AHR act: activators of human aryl hydrocarbon receptor; AID 2796; 320,000 tested, 2.5% active; activation, % at 5 µM; AHR-responsive luciferase reporter cells, luminescence; P35869; in the data active means activation above about 47%;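 further: 0% = vehicle wells and 100% = reference agonist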
PP5 inh: inhibitors of human protein phosphatase 5 (PP5). inhibition, % at 6.7 µM. P53041. purified PP5c, OMFP substrate fluorescence. 320,000 tested, 0.18% active. AID 1987;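 active means inhibition above the campaign's mean inhibition across all tested compounds plus 3 SD, cut at about 9.5% in these data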;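 further: 0% = DMSO only and 100% = 100 µM cantharidin control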
core dimer inh: HCV core protein dimerization inhibition; 300,000 tested, 0.33% active; TR-FRET GST/Flag-core106 dimerization, 1536-well; inhibition, % at 5 µM;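 active means inhibition above the mean of all tested compounds plus 3 SD, set per screening campaign, cut at about 45% in these data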
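Material: Tagged HCV core106 pair (GST and Flag) | Amount: GST-core106 13.5 nM, Flag-core106 17 nM | Medium: KF-containing HEPES buffer, pH 7.45, DTT, CHAPS, BSA | Reagent: Eu donor and XL665 acceptor anti-tag antibodies | Schedule: 4 h at 22.5 °C | Technique: Time-resolved FRET, ex 340 nm, em 617 and 671 nm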
procasp3 activ: activates human procaspase-3. P42574. recombinant procaspase-3 D3A, Ac-DEVD-pNA absorbance 405 nm. 330,000 tested, 0.11% active. activation, % at 8.5 µM;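 active means activation above the mean of all tested compounds plus 3 SD, cut at about 21% in these data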;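 further: 0% = DMSO alone and 100% = DMSO wells spiked with extra 5 µM PC-3 D3A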
Target sequence (P42574 whole entry D9A/D28A/D175A): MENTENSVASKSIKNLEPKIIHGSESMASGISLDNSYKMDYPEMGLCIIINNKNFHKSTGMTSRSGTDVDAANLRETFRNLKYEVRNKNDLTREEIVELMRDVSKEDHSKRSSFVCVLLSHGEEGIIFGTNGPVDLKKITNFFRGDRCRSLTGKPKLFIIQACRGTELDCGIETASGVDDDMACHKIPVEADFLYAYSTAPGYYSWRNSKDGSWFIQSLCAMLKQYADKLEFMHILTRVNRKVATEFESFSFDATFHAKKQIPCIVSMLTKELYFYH
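Assay system: Procaspase-3 D3A mutant, all three cleavage aspartates alanine. Buffer or medium: Zinc-free HEPES saline buffer with Triton X-100. Times: 1 h compound preincubation, 2 h substrate hydrolysis at 25 °C. Measured by: 405 nm absorbance of p-nitroaniline, reads at 0 and 120 min. Read-out basis: percent activation relative to control range. Replicates: singlicate.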
* hit, by the source's call; . = not tested or not shown.

SMILES	PP1 counter	proCasp7 act	Fh CTSL1 inh	PAFAH2 FP inh	TPT1 inhibitor	AHR act	PP5 inh	core dimer inh	procasp3 activ
O=C(c1ccc2c(Cl)c3c(nc2c1)CCCC3)N1CCN(c2ccc(F)cc2)CC1	3	-3	3	8	-1	3	5.8	24	-15
O=C(Nc1cccc(S(=O)(=O)N2CCCCC2)c1)C1CCC1	0	-2	4	-11	-6	0	-1.7	-7	-6
O=C(O)C1C2C=CC(C2)C1C(=O)N1CCN(C/C=C/c2ccccc2)CC1 (configuration not stated)	-3	-4	6	-7	-2	-2	0.9	-5	0
O=c1[nH]cc(COCc2ccccc2)c(=O)[nH]1	0	6	1	-2	3	1	0.0	-8	1
CCC(CC)COC(=O)C1=C(C)NC(=O)NC1c1ccc(OC)cc1 (configuration not stated)	3	-7	5	-3	2	2	3.4	-7	4
Cc1cc(NC(=O)CSc2nc3ccccc3n2CC(=O)N2CCC(C)CC2)no1	-6	-4	4	-4	-3	7	-3.8	-5	19
COc1ccc(C(=O)Cn2c(Br)nc3c2c(=O)n(C)c(=O)n3C)cc1	-2	3	3	5	-5	1	-0.6	0	2
CCN1CCN(C(=S)c2ccc(-c3ccccc3)cc2)CC1	2	3	2	-2	0	-9	-1.4	3	-8
CS(=O)(=O)c1ccc2nc(NC(=O)c3cccc(Cl)c3)sc2c1	0	9	3	3	-5	1	2.5	7	-1
COc1ccc(N2CCN(C(=O)c3cc4c(s3)-c3ccccc3OC4)CC2)cc1	3	13	-3	-2	3	0	2.4	-4	8
Fc1ccccc1COc1cccc2cccnc12	-2	1	3	-4	-2	16	0.8	11	4
CCCCn1c(N)c(N(CC(C)C)C(=O)c2cc(-c3ccco3)nc3ccccc23)c(=O)[nH]c1=O	0	-6	3	9	1	2	-0.2	12	1
O=C(NC(=S)Nc1ccc([N+](=O)[O-])cc1O)C1CCCCC1	3	-9	3	1	4	29	-3.2	2	-7
CCCCOc1ccc(C2NC(=O)NC(C)=C2C(C)=O)cc1OCC (configuration not stated)	-1	-6	3	-5	-2	-3	1.7	-9	2
O=C1CCCCC1Sc1ccc(Cl)cc1[N+](=O)[O-] (configuration not stated)	-4	-24	-1	0	0	14	-2.6	2	-20
CCN(CC(=O)N1CCOCC1)S(=O)(=O)c1ccc(Cl)cc1	1	5	-2	0	-5	1	-0.4	-5	6
O=C(O)CCCCCNC(=O)Nc1ccc2c(c1)OCCO2	-2	-4	-3	2	1	-2	3.3	-9	2
O=C(N/N=C/c1ccc([N+](=O)[O-])o1)c1ccccc1-n1cccc1	4	-7	7	-3	4	10	-0.4	3	2
O=C(/C=C/c1ccc(Br)cc1)c1ccco1	-5	7	4	0	-1	-8	2.7	9	5
O=C(Nc1ccc(S(=O)(=O)NCc2ccco2)cc1)c1ccc2ccccc2n1	10	4	3	-14	1	23	3.4	10	3
Cc1ccc(CCNC(=O)CC(C)CC2=NS(=O)(=O)c3ccccc3N2)cc1 (configuration not stated)	-3	-3	-1	1	-3	2	-0.7	6	3
COc1ccc(NC(=O)CCC2CCCC2)cc1OC	-5	11	-1	-5	2	2	-1.5	0	4
CCC(C(=O)NC1C(=O)N2C(C(=O)O)=C(CSc3nnc(C)s3)CSC12)c1ccccc1 (configuration not stated)	-3	-20	.	7	.	-1	-0.4	.	-14
Cn1cccc1CNC(=O)Nc1ccccc1	-6	-12	4	1	-5	4	4.0	5	-3
CCCCSc1cc(C)nc2ncnn12	-3	-4	2	6	0	5	-1.4	2	2
O=C(c1ccc(Cl)cc1)N1CCn2c1nc1ccccc12	3	-6	2	3	-4	-4	-1.2	-2	-2
CCC(=O)Nc1ccc(Br)c(Cl)c1	3	-2	1	-5	0	2	1.9	-10	3
CC(=O)/C(=N/Nc1cccc(C)c1)N1CCOCC1	-1	-1	12	6	3	9	-0.3	-3	-5
COc1cccc(OC)c1NC(=O)c1nc2c(nnn2Cc2ccccc2Cl)c(=O)[nH]1	2	2	7	6	4	4	4.8	10	5
CC1(C)CC(=O)C=C(Nc2ccc(F)cc2)C1	-2	9	3	0	5	0	0.9	-2	-1
Cc1ccc(O)c(C(=O)c2cnn(C(=O)COc3ccc(Cl)cc3)c2)c1	1	1	-1	10	1	0	-0.2	16	8
CC1CCN(CCCn2c(=S)[nH]c3c(sc4ccc([N+](=O)[O-])cc43)c2=O)CC1	0	5	6	2	-1	10	0.3	-6	-3
CCC(=O)Nc1ccc(-c2ccc(NC(=O)CC)c(OC)c2)cc1OC	3	4	-1	-2	-6	3	-1.7	2	-5
CN(C)c1ccc(/C=N/NC(=O)C(=O)N2CCCCCC2)cc1	-2	-6	8	-1	1	12	0.8	-26	-6
CC(C)CC(=O)Nc1ccc2c3c(cccc13)CC2	-4	1	-1	2	-5	2	-2.9	2	-4
Cc1ccc(Oc2nc3ccccc3n3c(C)nnc23)cc1	-4	-6	3	7	-3	1	1.2	1	-3
CCCOc1ccc(C(=O)NCCC(=O)NCCCC(=O)O)cc1	-2	3	-2	0	0	0	0.5	-3	1
CSc1nncc(-c2ccccc2)n1	-5	3	-5	-1	1	0	-2.6	-1	1
CC1CCC2(CC1)NC(=O)N(Cc1nc(-c3ccccc3)no1)C2=O (configuration not stated)	-4	0	-1	1	1	5	2.4	0	-10
Nc1cc(N)nc(SCC(=O)Nc2cccc(S(=O)(=O)N3CCCCC3)c2)n1	-1	2	.	3	.	0	0.3	.	0
CCOC(=O)CCSc1nnc(-c2cccnc2)n1-c1ccccc1OC	0	0	-3	0	4	-1	1.4	-6	8
Cc1ccc(-c2ccc(=O)n(CC(=O)NCCN(CC(C)C)CC(C)C)n2)cc1	-2	5	3	3	-1	-1	-1.5	4	-8
CCCCc1cc(=O)oc2c(C)c(OCC(=O)N3CCCC3)ccc12	-8	-13	-4	4	-2	30	2.5	-2	-6
Cc1ccc(C2(C)NC(=O)N(CC(=O)N3CCN(S(=O)(=O)c4cccc([N+](=O)[O-])c4)CC3)C2=O)cc1 (configuration not stated)	.	8	.	2	.	0	.	.	3
COc1ccc(CNC(=O)CSc2nc3ccc(C)cc3[nH]2)cc1OC	3	-11	0	2	-3	19	0.9	-12	0
CCOC(=O)C1(Cc2cccc(OC)c2)CCN(C(C)COC)CC1 (configuration not stated)	-2	5	-2	0	1	1	0.0	3	-1
CCc1ccc(C(C)NC(=O)c2ccc(F)cc2)cc1 (configuration not stated)	-2	8	2	2	-5	0	2.9	-1	-8
O=c1nc2sc3ccccc3n2c(=O)n1-c1ccc(Cl)cc1	2	1	-6	4	-1	52*	1.0	0	-10
Cc1ccc2c(c1)c(C)c(C)n2CC(O)Cn1nc(C)cc1C (configuration not stated)	0	-11	-1	-1	1	61*	4.3	-7	0
COc1ccc2cc(C(=O)C3CCCN(C(=O)c4cc5nc(C)cc(C)n5n4)C3)ccc2c1 (configuration not stated)	1	-3	2	-1	-2	3	0.1	3	-1
CCOc1ccccc1NC(=S)N1CCN(c2nc(-c3ccc(F)cc3)cs2)CC1	8	-4	0	-2	0	-1	1.2	13	-2
O=C(Nc1nonc1-c1ccc(Cl)cc1)c1ccco1	4	-8	7	5	-4	2	-0.2	-16	3
Cc1cccc(OCc2nnc(SCC(=O)N(c3ccccc3)C3CCS(=O)(=O)C3)o2)c1 (configuration not stated)	-3	10	.	2	.	0	-0.4	.	-1
O=C(CCCNC(=O)/C(=C/c1ccccc1F)NC(=O)c1ccccc1)OCc1ccccc1	3	1	1	1	-4	-1	1.2	10	7
Cc1cccc(NC(=O)Cn2nc(-c3ccco3)ccc2=O)c1C	2	-12	3	5	-5	2	-0.2	-15	-11
Cc1ccc(-c2csc3ncnc(SCC(=O)NCC4CCCO4)c23)cc1 (configuration not stated)	1	-6	.	-5	.	2	1.6	.	0
O=C(NC1CCN(C(=O)N2c3ccccc3Sc3ccccc32)CC1)c1ccccc1Cl	0	13	0	7	0	2	1.8	7	5
Cc1ccc(N(Cc2ccccc2)C(=O)c2ccc(C)c(S(=O)(=O)N3CCOCC3)c2)cc1	0	-6	.	7	.	3	1.8	.	3
Cc1ccc(NC(=O)Nc2cc(C)on2)cc1	-11	8	-6	1	2	18	0.6	3	4
Cc1sc2nc(SCC(=O)Nc3ccc(S(=O)(=O)NCCCC(=O)O)cc3)[nH]c(=O)c2c1C	-2	10	-1	6	-1	-1	-1.6	1	2

One compound at a time (already shown). Order of values: PP1 counter	proCasp7 act	Fh CTSL1 inh	PAFAH2 FP inh	TPT1 inhibitor	AHR act	PP5 inh	core dimer inh	procasp3 activ
`O=c1nc2sc3ccccc3n2c(=O)n1-c1ccc(Cl)cc1` in the list: 2	1	-6	4	-1	52*	1.0	0	-10
`O=C(NC1CCN(C(=O)N2c3ccccc3Sc3ccccc32)CC1)c1ccccc1Cl` in the list: 0	13	0	7	0	2	1.8	7	5
`COc1ccc(CNC(=O)CSc2nc3ccc(C)cc3[nH]2)cc1OC` in the list: 3	-11	0	2	-3	19	0.9	-12	0

Remaining list, next part
SMILES	PP1 counter	proCasp7 act	Fh CTSL1 inh	PAFAH2 FP inh	TPT1 inhibitor	AHR act	PP5 inh	core dimer inh	procasp3 activ
CC1C=CCC2C(=O)N(c3cccc(C(=O)N4CCN(c5ccc(F)cc5)CC4)c3)C(=O)C12 (configuration not stated)	0	9	-1	2	1	-1	2.3	11	2
CCc1nnc(NC(=O)CSC(=S)N2CCOCC2)s1	-6	2	-1	-2	1	12	0.5	-1	7
Cc1nc(NC(=O)CSc2nc3cccnc3n2C2CCCCC2)sc1C	-1	-5	1	3	7	20	-3.9	7	-1
CCOC(=O)c1cc(OC(=O)c2cccs2)n(-c2ccccc2)n1	-6	-5	-3	2	-1	14	3.8	-5	-5
COc1cc(SC)ccc1C(=O)Nc1ccc(C)cc1C	-3	0	1	2	-4	0	0.8	1	9
CCCn1c(N)c(C(=O)CSc2nc(N)cc(=O)[nH]2)c(=O)n(C)c1=O	-4	-1	.	-4	.	-1	-1.0	.	-1
Cc1ccc(S(=O)(=O)N/N=C(\c2ccccc2)c2cccnc2)cc1	-3	1	0	6	2	-1	2.0	-5	-3
CCc1[nH]c(=S)c(C#N)c(-c2ccccc2)c1C(=O)OC	-1	-24	0	-8	-5	1	-1.0	9	-12
CCc1sc(C(=O)N2CCN(S(C)(=O)=O)CC2)cc1Br	-2	6	1	-13	-4	0	-3.0	4	5
CC1=NC(=O)C(N=Nc2ccccc2)N1c1ccccc1 (configuration not stated)	-1	1	8	-2	-4	23	1.5	-4	6
CC1CC(=S)Nc2ccccc2N1C(=O)Nc1ccccc1 (configuration not stated)	-2	-4	2	-14	-4	-2	-0.2	-6	3
Cc1ccc(CNC(=O)CN2C(=O)NC(C)(c3ccc(Cl)cc3)C2=O)cc1 (configuration not stated)	0	4	-3	-3	-3	1	-0.1	5	1
CCn1c(CN2CCOCC2)nnc1SCC(=O)Nc1ccccc1C	2	0	-3	-1	-1	-2	3.2	-15	0
CCCNC(=O)c1onc(CS(=O)(=O)c2cccc(OC)c2)c1C(=O)NCCC	-1	-5	-1	-1	-1	12	1.8	0	-1
